Screening results deposited in PubChem by several laboratories.
TNAP inh hiacc – human TNAP enzyme inhibitors, primary screen, biochemical, luminescent, high phosphate acceptor level, uHTS; Alkaline phosphatase, tissue-nonspecific isozyme (Homo sapiens), P05186; purified TNAP, CDP-star luminescence, 1 M DEA; inhibition, % at 20 µM; 200,000 compounds, 0.03% hits; AID 1135, 2008;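 active = over 50% inhibition of tissue-nonspecific alkaline phosphatase at 20 µM in the single-dose screen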;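 note: plate controls were DMSO wells for no effect and EDTA-quenched wells as full inhibition for full effect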
Target sequence (P05186 whole entry, looked up): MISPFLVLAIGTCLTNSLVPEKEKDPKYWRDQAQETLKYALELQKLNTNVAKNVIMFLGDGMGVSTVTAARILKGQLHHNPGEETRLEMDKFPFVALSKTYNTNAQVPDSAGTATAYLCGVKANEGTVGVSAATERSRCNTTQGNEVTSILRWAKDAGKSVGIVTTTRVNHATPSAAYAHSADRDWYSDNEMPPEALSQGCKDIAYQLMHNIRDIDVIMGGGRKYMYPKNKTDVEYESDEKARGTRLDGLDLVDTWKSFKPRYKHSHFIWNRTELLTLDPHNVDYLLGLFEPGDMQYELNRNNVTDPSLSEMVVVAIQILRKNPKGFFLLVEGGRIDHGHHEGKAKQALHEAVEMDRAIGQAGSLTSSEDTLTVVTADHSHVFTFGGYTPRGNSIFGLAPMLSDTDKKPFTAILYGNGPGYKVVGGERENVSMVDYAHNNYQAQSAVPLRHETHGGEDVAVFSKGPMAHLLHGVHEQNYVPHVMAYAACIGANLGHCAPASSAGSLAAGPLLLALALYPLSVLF
PMI activator – activators of human PMI, primary screen, biochemical, fluorescence intensity, near-Km mannose 6-phosphate. Mannose-6-phosphate isomerase (Homo sapiens), P34949. purified human PMI, coupled resazurin fluorescence, 20 min; hits give high values; 1 = vehicle control, 0 substrate-free wells. activation factor at 20 µM. 190,000 compounds, 0.005% hits;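 active = activation factor of 2 or more at 20 µM, relative to plate controls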
TNAP inh no acc – human TNAP enzyme inhibitors, primary screen, biochemical, luminescent, no phosphate acceptor, uHTS; Alkaline phosphatase, tissue-nonspecific isozyme (Homo sapiens), P05186; purified TNAP, CDP-star luminescence, 30 min; inhibition, % at 20 µM; 200,000 compounds, 0.26% hits;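 active = tissue-nonspecific alkaline phosphatase inhibition above about 50% at 20 µM in the single-dose screen, limit read from the data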;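 note: 0% = DMSO negative control and 100% = EDTA positive control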
TNAP act hi DEA – TNAP activators at high phosphate acceptor level, primary screen, biochemical, luminescence, uHTS; Alkaline phosphatase, tissue-nonspecific isozyme (Homo sapiens), P05186; purified TNAP, CDP-star luminescence, 1 M DEA, 30 min; hits give high values; 0 = EDTA background, 1 = DMSO-only activity; activation factor at 20 µM; 200,000 tested, under 10 active;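 active = activation factor at least 2 at 20 µM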
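Assay system: human TNAP; Input: enzyme diluted 1/800 final; Reagent: CDP-star luminogenic substrate at 100 µM final; Timing: 30 min, room temperature; Signal: luminescence; Evaluation: TNAP activation factor scaled between EDTA and DMSO control wells.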
PMI act satM6P – human PMI activators, high substrate, primary screen, biochemical, fluorescence intensity, near-saturating mannose 6-phosphate; Mannose-6-phosphate isomerase (Homo sapiens), P34949; coupled PMI enzyme assay, resazurin fluorescence, 20 min; hits give high values; 1 = untreated enzyme, 0 = substrate-free blank; activation factor at 20 µM; 190,000 compounds, 0.34% hits;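 active = activation factor of 2 or more at 20 µM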
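Test system: Human PMI in coupled enzyme assay | Input: 15 ng/mL PMI | Medium: HEPES-buffered pH 7.4 with magnesium and detergent | Compound: One concentration, 20 µM, in 1% DMSO | Incubation: Enzyme reaction with compound 20 min at room temperature | Detection: Diaphorase-driven resazurin-to-resorufin fluorescence, excitation 544, emission 590 nm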
Diaph act CS – compounds boosting diaphorase resazurin reduction – biochemical, uHTS, resorufin fluorescence, counter-screen for diaphorase-coupled primary assays, primary screen; Diaphorase/resazurin coupled assay, 16 min; hits give high values; 1 = vehicle wells, 0 = NADH-free wells; activation factor at 20 µM; 190,000 compounds, 0.005% hits; AID 1229, 2008;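 active = diaphorase activity raised at least twofold by the compound at 20 µM; inactive = activation factor below 2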
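Test system: Clostridium kluyveri diaphorase, purified enzyme; input: enzyme 0.07 U/mL final; buffer or medium: 50 mM HEPES pH 7.4 with 4.542 mM MgCl2, 0.005% Tween 20; also added: 0.114 mM NADH and 0.1 mM resazurin, final amounts; schedule: 16 min enzyme reaction, ambient temperature; technique: fluorescence of resorufin, 544 nm excitation, 590 nm emission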
FLuc stim CS – FLuc activators, initial screening, artefact control for FLuc-dependent activation tests, biochemical, ATPlite luminescence; Luciferin 4-monooxygenase (Photinus pyralis), P08659; ATPlite luciferase biochemical, 10 min; 0 = ATP-free wells, 1 = DMSO control; activation factor at 10 µM; 200,000 tested, under 10 active; AID 1027, 2008;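 active = luciferase activation factor, scaled between plate controls, of at least 2 with compound at 10 µM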
Target sequence (P08659 whole entry, looked up): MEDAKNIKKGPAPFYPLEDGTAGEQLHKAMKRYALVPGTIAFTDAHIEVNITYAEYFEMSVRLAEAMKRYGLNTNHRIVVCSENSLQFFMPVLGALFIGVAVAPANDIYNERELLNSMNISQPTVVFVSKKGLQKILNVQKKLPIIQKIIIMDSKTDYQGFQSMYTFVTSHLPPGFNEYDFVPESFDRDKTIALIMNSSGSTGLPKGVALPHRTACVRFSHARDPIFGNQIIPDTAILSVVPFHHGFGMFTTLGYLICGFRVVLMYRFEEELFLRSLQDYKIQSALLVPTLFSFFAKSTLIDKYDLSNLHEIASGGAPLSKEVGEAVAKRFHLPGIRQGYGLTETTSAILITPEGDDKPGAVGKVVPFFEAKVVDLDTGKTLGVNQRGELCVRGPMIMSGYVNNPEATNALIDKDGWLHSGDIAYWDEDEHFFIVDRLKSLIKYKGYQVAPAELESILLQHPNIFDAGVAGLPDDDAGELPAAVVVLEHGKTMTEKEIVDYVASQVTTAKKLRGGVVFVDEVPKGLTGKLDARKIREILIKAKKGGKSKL
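Material: luciferase plus luciferin reagent, cell-free. Medium: PBS buffer for ATP. Also added: ATP substrate, dispensed from a 10.24 µM working solution in PBS. Doses: test compounds dosed from 2 mM stocks in 100% DMSO. Incubation: 10 min post-reagent at room temperature. Technique: light output (luminescence). Read-out basis: luminescence gain marking luciferase activators.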
Efa HMGR inh – inhibitors of E. faecalis class II HMGR, primary screen, biochemical, Enterococcus faecalis; HMG-CoA reductase (Enterococcus faecalis, mvaE); purified E. faecalis HMGR, NADPH absorbance 340 nm kinetic; inhibition, % at 10 µM; 190,000 compounds, 0.41% hits;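 active = inhibition above a set limit, the median over all tested compounds plus 3 SD, cut at about 9.5% in these data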;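 note: enzyme runs in reverse so mevalonate oxidation gives rising NADPH absorbance; 0% = complete reaction with DMSO and 100% = background rate lacking mevalonate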
G6PDH CS – L. mesenteroides G6PDH inhibitors, counter-screen for G6PDH-coupled screening assays, biochemical, Leuconostoc mesenteroides enzyme | glucose-6-phosphate dehydrogenase [Leuconostoc mesenteroides] | Purified L. mesenteroides G6PDH, diaphorase/resazurin coupled fluorescence, 45 min | 200,000 compounds, 0.12% hits | inhibition, % at 5 µM; in the data active = inhibition above about 50%
Diaphorase inh – diaphorase inhibitors and chemical oxidizers, primary screen, counter-screen for diaphorase-coupled primary assays, biochemical, uHTS, resorufin fluorescence; 190,000 compounds, 0.69% hits; inhibition, % at 20 µM; diaphorase resazurin-to-resorufin fluorescence, NADH, 16 min; bacterial (C. kluyveri) enzyme, not human;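 active = primary screen inhibition at 20 µM above a set limit, cut at about 50% in these data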;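 note: plate controls were DMSO with full reaction for no effect and wells lacking NADH for full effect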
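System: Bacterial diaphorase enzyme (C. kluyveri) | Incubation: 16-min room-temperature incubation before reading | Benchmarks: No-NADH positive control and DMSO neutral control | Measured by: Resorufin fluorescence 544/590 nm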
Starred values were filed as active, the others as inactive.

compound	TNAP inh hiacc	PMI activator	TNAP inh no acc	TNAP act hi DEA	PMI act satM6P	Diaph act CS	FLuc stim CS	Efa HMGR inh	G6PDH CS	Diaphorase inh
O=C1N(c2ccccc2)C[C@@H]2C[C@@H](c3cccc4c3OCO4)N3CCC[C@@]123	1	1	-13	1	1	1	1.1	-3	4	-4
C=CCn1c(SCC(=O)c2c(N)n(C)c(=O)n(C)c2=O)nnc1-c1ccncc1	1	1.1	-1	1	1.1	1	1	-4	-4	-4
CC1=NN(C(=O)Cc2ccccc2)C(O)(c2cccnc2)C1 (stereo not drawn)	0	0.9	4	1	0.9	1	1	-2	17	-2
CCCCN(CC)CCNc1c(NC2CCN(C(=O)OCC)CC2)c(=O)c1=O	-4	1	3	1	1	0.9	1.1	-2	-4	8
O=c1[nH]c(CN2CCN(S(=O)(=O)c3ccc4c(c3)OCCO4)CC2)nc2sc3c(c12)CCCC3	-2	0.8	-8	1	0.9	0.6	1.1	-13	-17	38
CC1(C)Cc2c(sc3nc(SCC(=O)N4CCOCC4)nc(N)c23)CO1	-6	0.9	-12	1.1	0.9	0.8	1	0	3	18
Cc1cccc(CSc2nc3ccncc3n2CC(=O)Nc2ccc(C)c(C)c2)c1	-2	1	4	1	1.1	1.1	0.9	0	12	-6
COc1ccc(C(=O)N2CCN(c3cccc(Cl)c3)CC2)cc1	-1	1.1	-9	1	1.1	0.9	1.1	-8	11	7
CC1Cc2ccccc2N1Cc1nc2scc(-c3cccs3)c2c(=O)[nH]1 (stereo not drawn)	-5	1.1	-8	1	1.5	0.8	1	-3	8	18
Cc1ccc(CN(C(=O)C(F)(F)F)C(C(=O)NC2CCCCC2)c2ccco2)cc1 (stereo not drawn)	-2	1	-10	1	1	0.9	1.1	-6	1	12
COCCn1c(C)cc(C(=O)COC(=O)c2ccc[nH]c2=O)c1C	3	0.8	-14	1	1	0.9	0.2	-5	4	6
COCCNC(=O)CN(C(=O)CCC(=O)Nc1ccccn1)c1ccccc1F	-4	1	-10	1	1	1	1	2	-1	4
CC1CC(C)CN(c2cc(N(C)CCO)c([N+](=O)[O-])c3nonc23)C1 (stereo not drawn)	28	1	22	0.7	0.8	1	1	-4	1	-1
O=C(NNC(=O)C1CC2CCC1C2)c1sc2ccccc2c1Cl (stereo not drawn)	1	0.9	-76	1	1	0.9	0.9	-8	4	12
OCCC1CN(CC(c2ccccc2)c2ccccc2)CCN1C1CCCC1 (stereo not drawn)	-4	1	-7	1	0.7	1	1	-2	9	5
O=C(C1CCCO1)N1CCN(S(=O)(=O)c2cccc3nsnc23)CC1 (stereo not drawn)	-8	1	-14	1.1	0.9	0.8	1	-5	-1	17
COc1ccccc1-n1cc(CN2CCCC(CO)(Cc3cccc(Cl)c3)C2)cn1 (stereo not drawn)	-4	1	-9	1	1	0.9	1.1	-2	11	12
OC1C2CN3CCN(C2)CC1(Cc1ccccc1)C3 (stereo not drawn)	7	1.2	0	0.9	1.2	1.1	1	7	6	-15
CCOC(=O)c1cccc(NC(=O)CCS(=O)(=O)c2cccs2)c1	-1	0.9	-8	1	1	0.9	1	-3	0	15
Cc1ccc(/C=N/NC(=O)CSc2nnc(-c3ccccc3)n2-c2ccc(Cl)cc2)o1	-1	0.9	-9	1	0.9	0.7	1	-3	-32	25
CC(C)CN1C(=O)NC(NC(=O)c2cccs2)(C(F)(F)F)C1=O (stereo not drawn)	-2	0.8	-7	1	0.9	0.9	1	3	4	6
O=C(NCCCCNC(=O)c1ccc(Br)s1)c1ccc(Br)s1	-3	1.1	-2	1	1.1	0.9	1.1	-1	8	8
O=C(Nc1ccccc1-c1nc2ccccc2s1)c1ccco1	-12	0.8	-12	1.1	0.9	0.7	1	-1	4	31
O=C(c1ccccc1)N1CCC(c2nc(-c3ccc(S(=O)(=O)NCC4CCCO4)cc3)no2)CC1 (stereo not drawn)	-6	0.9	-7	1.1	0.9	0.8	1.1	-4	1	17
COC(=O)c1c(NC(=O)CN2CCN(c3cccc(Cl)c3)CC2)sc(C)c1C	-8	1	-4	1.1	1	1	1.1	-3	0	2
COc1ccc(S(=O)(=O)N(C)CC(=O)NC2CCCCC2)cc1OC	-4	0.8	-11	1	0.8	0.8	1	2	1	18
CC(C)OCCCn1c(-c2ccc(Br)cc2)c[nH]c1=S	0	1.1	30	1	1.2	0.7	1	5	0	26
CCCC1CCC(c2nc(-c3cccnc3)no2)CC1 (stereo not drawn)	-4	1	-2	1	1	1	1	0	12	3
CCC(Oc1ccccc1)C(=O)Nc1ccc(S(=O)(=O)NCC2CCCO2)cc1 (stereo not drawn)	-10	1	-8	1.1	0.9	0.8	1.1	0	6	22
CCCCNC(=O)c1cnc2n(c1=O)CCS2	-2	1.1	-11	1	1.1	1	1.1	0	-1	0
COC(=O)c1ccc(CSc2nnc(Nc3ccccc3OC)s2)o1	-5	0.9	-8	1.1	1	0.9	1.1	0	4	8
O=C(CSc1nnc2ccccn12)NCCc1ccc(F)cc1	-2	0.9	-7	1	0.9	1	1	1	5	4
CCOC(=O)c1cc2c(N)c(C(=O)c3ccc(Br)cc3)sc2[nH]c1=O	4	1.3	-3	1	1.3	0.7	1	-9	0	27
COc1cc2c(cc1OC)C(C1C(=O)CC(C)(C)CC1=O)N(C(=O)CCl)CC2 (stereo not drawn)	0	1.2	-5	1	1.1	0.9	1.1	0	6	7
COc1nccnc1NS(=O)(=O)c1ccc(NS(=O)(=O)c2ccc(NC(C)=O)cc2)cc1	-4	1.1	-18	1	1.1	1.1	1	-3	2	-5
Cn1cc(Cl)c(C(=O)OCC(=O)Nc2ccccc2)n1	-9	1	-11	1.1	1	1	1.1	-5	1	4
COc1cccc(CN(CC(=O)NC2CCCC2)C(=O)CCC(=O)Nc2cc(C)on2)c1	-4	0.9	-5	1	0.9	0.8	1	-4	-2	16
O=S(=O)(NC(=NCc1ccccc1)c1ccc(F)cc1)c1ccc(Cl)cc1	-4	0.9	-3	1	0.9	0.8	1.1	0	10	20
COc1nccnc1NS(=O)(=O)c1ccc(NC(=S)NC(=O)c2ccc(F)c(F)c2)cc1	-3	0.9	-1	1	0.9	0.9	1.1	-5	-6	10
O=S(=O)(Nc1nc2ccccc2[nH]1)c1ccc2ccccc2c1	-5	1	0	1	1.1	0.9	1	0	8	6
Cc1ccc(C(=O)NC2(C(F)(F)F)NC(=O)N(c3ccc(Cl)cc3)C2=O)cc1 (stereo not drawn)	-1	0.9	-8	1	1	0.8	1.1	0	1	19
CCN(CC1COc2ccccc2O1)C(=S)NCCCN(C)C (stereo not drawn)	-2	1	-16	1	1	1	1	-3	14	-2
Cc1ccc(C2=N/C(=C\N(C)C)C(=O)O2)cc1	-3	1	-9	1	1	0.9	1	1	5	14
C=CCn1c2ccccc2c2nnc(SCC(=O)OCN3C(=O)c4ccccc4C3=O)nc21	4	1	1	1	0.9	0.7	1	2	8	28
O=C(COc1ccc(F)cc1)NCC1CCCO1 (stereo not drawn)	-4	1	-11	1	1	1	1	-1	6	3
Cc1ccc(S(=O)(=O)c2cc3c(=O)n4ccccc4nc3n(C)c2=N)cc1	-2	0.9	-4	1	1	0.9	1	-3	-38	10
Cc1ccc(S(=O)(=O)N2CCC(C(=O)NCCc3ccccc3)CC2)cc1	-7	1.1	-3	1.1	1.1	0.9	1.1	1	3	9
CN(C)N1C(N)=C(C#N)C(c2cccs2)C2=C1CCCC2=O (stereo not drawn)	2	0.9	0	1	0.7	0.9	1	3	10	10
CSc1ccccc1NC(=O)COc1ccc(Cl)cc1	-3	0.9	-21	1	1	0.8	1	-3	10	16
Cc1nc2ccccc2nc1N1CCCCC1	-3	1	-10	1	1.1	0.9	0.9	-6	3	8

New compounds follow.
compound	TNAP inh hiacc	PMI activator	TNAP inh no acc	TNAP act hi DEA	PMI act satM6P	Diaph act CS	FLuc stim CS	Efa HMGR inh	G6PDH CS	Diaphorase inh
CN(C)/C=C/C(=O)c1ccc(Cl)c([N+](=O)[O-])c1	-1	1.1	-8	1	1.2	1	1	-7	1	2
O=c1cc(CN2CCN(c3ccc(F)cc3)CC2)c2cc3c(cc2o1)CCCC3	-2	0.9	-13	1	0.9	0.9	1	-10	5	7
O=C1C=C(NCc2ccco2)C2(CCCCC2)O1	-4	0.9	-11	1	0.9	0.9	1.1	1	-2	6
COc1cc(C2NC(=S)NC(C)=C2C(=O)c2ccccc2)ccc1O (stereo not drawn)	-3	1.1	-5	1	1	0.8	1	1	0	16

3 of the entries above in order of their number in Efa HMGR inh, ascending.
canonical_smiles	Efa HMGR inh
O=c1cc(CN2CCN(c3ccc(F)cc3)CC2)c2cc3c(cc2o1)CCCC3	-10
CN(C)/C=C/C(=O)c1ccc(Cl)c([N+](=O)[O-])c1	-7
O=C1C=C(NCc2ccco2)C2(CCCCC2)O1	1
